Screens deposited in PubChem BioAssay by several laboratories.
MCL1-BIM inh: MCL1-BIM-BH3 interaction inhibition (human); Q07820; GST-MCL1 / FITC-Bim-BH3 fluorescence polarization; inhibition, % at 10.9 µM; 0.68% of 320,000 active;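 active = inhibition above the mean inhibition of all tested compounds plus 3 SD, set per campaign, cut at about 40% in these data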;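 also: 0% = DMSO wells and 100% = unlabeled Bim-BH3 peptide control; higher means more loss of mP so more displacement of Bim peptide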
Efflux pump mplx: inhibitors of Candida antifungal efflux pumps expressed in yeast. S. cerevisiae Candida pump triplex, Nile Red efflux. inhibition, % at 10 µM. 0.44% of 330,000 active. AID 485275;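 active = plate passing quality check with inhibition over a set limit, or well fluorescence over plate mean plus 4 SD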;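 also: Nile Red retained in pooled yeast measured as flow cytometry median fluorescence; 0% = buffer negative control and 100% = Enniatin B positive control; higher means more Nile Red kept so more efflux inhibition; some compounds called inactive have numbers as strong as hits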
PME-1 inh: blocks human protein phosphatase methylesterase 1; recombinant PME-1, FP-Rh probe fluorescence polarization; inhibition, % at 5.9 µM; 0.53% of 320,000 active;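 active = inhibition above the campaign mean of all compounds plus 3 SD, cut at about 26% in these data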;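 also: competitive labeling of PME-1 active site by serine hydrolase directed probe; 0% = PME-1 with DMSO and 100% = wells lacking PME-1 enzyme; inhibitors block probe labeling so polarization falls and inhibition rises; many of its hits are not listed in these tables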
GRK2 inh: blocks RNA aptamer binding to human GRK2; P25098; inhibition of aptamer binding, % at 10 µM; bead flow cytometry, FAM-aptamer displacement from GRK2; 0.59% of 330,000 active;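 active = inhibition of aptamer binding above 40%, roughly 3 SD of noise, on plates passing a quality check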;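 also: median bead fluorescence of bound FAM aptamer so fluorescent compounds give negative values; no value below 0 was filed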
VLA-4 inh: inhibition in a human VLA-4 binding assay | VLA-4 expressing cells, ligand binding flow cytometry | inhibition, % (about 7 µM as worked out from the volumes in the protocol) | P13612 | 0.2% of 330,000 active | AID 2557; in the data active = inhibition above about 50%
Target sequence (P13612 whole entry, looked up): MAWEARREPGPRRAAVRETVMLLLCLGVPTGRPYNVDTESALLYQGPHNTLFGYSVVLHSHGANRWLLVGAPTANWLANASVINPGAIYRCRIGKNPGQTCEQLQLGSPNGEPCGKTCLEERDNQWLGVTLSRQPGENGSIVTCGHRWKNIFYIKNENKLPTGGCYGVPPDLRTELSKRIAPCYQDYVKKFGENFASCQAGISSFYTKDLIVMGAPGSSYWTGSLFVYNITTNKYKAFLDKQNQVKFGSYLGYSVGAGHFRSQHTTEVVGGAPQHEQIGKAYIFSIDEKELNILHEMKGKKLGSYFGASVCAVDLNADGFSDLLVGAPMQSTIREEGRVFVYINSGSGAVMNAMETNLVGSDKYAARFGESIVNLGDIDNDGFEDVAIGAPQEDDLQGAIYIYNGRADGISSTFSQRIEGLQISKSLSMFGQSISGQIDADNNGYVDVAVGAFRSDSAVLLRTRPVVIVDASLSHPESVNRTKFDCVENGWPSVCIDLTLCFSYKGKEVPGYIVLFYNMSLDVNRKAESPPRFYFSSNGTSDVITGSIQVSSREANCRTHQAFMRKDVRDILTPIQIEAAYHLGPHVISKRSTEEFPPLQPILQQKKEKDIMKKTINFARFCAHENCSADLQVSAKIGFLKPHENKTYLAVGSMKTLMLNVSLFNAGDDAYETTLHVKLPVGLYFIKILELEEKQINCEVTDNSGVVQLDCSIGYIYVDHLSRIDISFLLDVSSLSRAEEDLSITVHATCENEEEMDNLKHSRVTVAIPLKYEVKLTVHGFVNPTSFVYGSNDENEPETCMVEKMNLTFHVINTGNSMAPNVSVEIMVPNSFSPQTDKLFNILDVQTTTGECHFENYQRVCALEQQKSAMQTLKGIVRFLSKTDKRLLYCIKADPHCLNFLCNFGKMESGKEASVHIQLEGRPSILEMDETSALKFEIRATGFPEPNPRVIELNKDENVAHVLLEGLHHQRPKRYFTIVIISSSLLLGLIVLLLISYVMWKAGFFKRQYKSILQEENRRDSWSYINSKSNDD
MEX-5 binding: C. elegans MEX-5 TCR-2 RNA binding activity; Q9XUB2; MEX-5/FITC-TCR2 RNA binding, fluorescence polarization; active compounds read low; activity score (negative = inhibition of binding), % at 10 µM; 0.38% of 300,000 active; AID 1832;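 active = inhibition past about -25% in most replicates, and total fluorescence under double the plate's negative control median, limit read from the data; inconclusive = replicates evenly split on the limit, or fluorescence at least double controls; inactive = too little inhibition in most replicates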;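 also: 0% = DMSO and -100% = 5 µM competing unlabeled TCR2 RNA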
GLD-1 TGE inh: GLD-1-TGE RNA interaction inhibition (C. elegans) | inhibition, % at 5.96 µM | purified GLD-1 + fluorescein TGE RNA, fluorescence polarization | 0.44% of 320,000 active | AID 2280;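 active = percent inhibition above a per-plate cutoff, the plate mean of test compounds plus 3 SD, cut at about 30% in these data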;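 also: 0% = DMSO wells with GLD-1 and probe and 100% = wells lacking GLD-1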
Fam108B counter: Fam108B inhibition, counter-screen for RBBP9 inhibitors | recombinant Fam108B, FP-Rh probe fluorescence polarization | inhibition, % at 9.51 µM | 0.33% of 300,000 active;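 active = inhibition above the screen mean inhibition plus 3 SD, computed separately per campaign, cut at about 18% in these data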;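 also: inhibitors lower polarization as less probe binds the enzyme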
Bcl-xL primary: Bcl-xL (human) inhibition; GST-Bcl-xL / FITC-Bim BH3 peptide fluorescence polarization; inhibition, % at 10.9 µM; 0.7% of 320,000 active; Q07817; AID 2129;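 active = inhibition above the mean of all tested compounds plus 3 SD, cutoff set per campaign, cut at about 30% in these data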;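 also: 0% = DMSO wells and 100% = unlabeled Bim-BH3 peptide competitor; inhibitors lower millipolarization by displacing the labeled peptide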
An asterisk follows results filed as active; ? = inconclusive; . = not tested or not shown. These rows are one share of the data. The share of hits here may be higher or lower than overall.

SMILES | MCL1-BIM inh | Efflux pump mplx | PME-1 inh | GRK2 inh | VLA-4 inh | MEX-5 binding | GLD-1 TGE inh | Fam108B counter | Bcl-xL primary
CCOC(=O)C1=C(C)NC2=C(C(=O)c3ccccc32)C1c1ccc([N+](=O)[O-])o1 (stereo not given) | 13 | -0.1 | 6 | 0 | 1 | 0.3 | 8 | 12 | 12
Cc1ccc(NC(=O)C2CCN(S(=O)(=O)c3cccs3)CC2)cc1 | 3 | -0.1 | 0 | 0 | 2 | -0.3 | 6 | 0 | -8
O=C(C(Cl)c1ccccc1)N1CCOCC1 (stereo not given) | 2 | -0.2 | 2 | 0 | 5 | 3.1 | 6 | 0 | 2
CN(C(=O)COC(=O)c1ccc(Cl)c(S(=O)(=O)N2CCCCCC2)c1)C1CCS(=O)(=O)C1 (stereo not given) | . | -0.1 | . | 2 | -2 | . | -1 | . | .
CCn1c(SCC(=O)c2ccccc2)nnc1-c1cccnc1 | -10 | -0.1 | 0 | 0 | 9 | 1.3 | -3 | -4 | 1
O=C(CCN1CCOCC1)c1ccc2c(c1)OCCO2 | 3 | 0.0 | 1 | 1 | -1 | -5.5 | 3 | 0 | 5
CCOC(=O)/C=C/C(=O)Nc1ccc(S(=O)(=O)Nc2cc(C)on2)cc1 | -5 | -0.1 | -4 | 0 | 10 | -0.3 | 8 | -1 | -1
CC1CCCCC12NC(=O)N(CC(=O)NCCc1c[nH]c3ccccc13)C2=O (stereo not given) | 6 | -0.2 | 3 | 0 | 7 | . | 4 | . | 4
C/C(=N\NC(=O)c1cccc(Br)c1)c1cccnc1 | . | -0.2 | . | 0 | 15 | -0.2 | . | . | .
O=c1[nH]c2cc3c(cc2cc1CN(Cc1cccnc1)C(=S)NCc1ccco1)OCO3 | -3 | 0.1 | 4 | 4 | -8 | -5.3 | -1 | -5 | 7
O=C1C(c2ccccc2)NC(=S)N1C1CCCCC1 (stereo not given) | -1 | 0.0 | -8 | 0 | -5 | 2.7 | -1 | -5 | 2
COC(=O)C(/C=N/O)NC(=O)c1ccccc1 (stereo not given) | -3 | 0.0 | -3 | 1 | -11 | 2.2 | 10 | 4 | -1
CCOc1ccc(NC(=O)CSc2ncc(-c3ccc(F)cc3)n2Cc2ccco2)cc1 | -13 | 0.4 | -4 | 0 | 9 | -0.5 | 0 | -9 | -19
CCOc1cc(N2CCOCC2)c(OCC)cc1NC(=O)COC(=O)CCn1c(C)csc1=O | 2 | 0.0 | 0 | 0 | 8 | -2.0 | 8 | 3 | 3
O=C(CCCn1ncn2c(cc3occc32)c1=O)NCc1cccc(Cl)c1 | -10 | 0.1 | 2 | 0 | 20 | -1.5 | -2 | 1 | 2
CN(C)S(=O)(=O)c1ccc(N2CCCC2)c(C(=O)NCc2ccccc2)c1 | 1 | 0.2 | -4 | 1 | -2 | -0.1 | -3 | 4 | 0
C[C@@H]1CN([C@@H](C)CO)C(=O)c2cccc(NC(=O)C3CCCCC3)c2O[C@@H]1CN(C)Cc1ccc(Cl)c(Cl)c1 | . | 0.9 | . | 0 | -14 | . | 3 | . | .
COc1ccc(S(=O)(=O)N2CCOC2CNC(=O)C(=O)NCCc2c[nH]c3ccccc23)cc1C (stereo not given) | 3 | 0.0 | 3 | 0 | -22 | 0.9 | -4 | 7 | 3
CC(=O)C1=C(O)C(=O)N(c2ccc(S(N)(=O)=O)cc2)C1c1ccc([N+](=O)[O-])cc1 (stereo not given) | -4 | -0.1 | 1 | 3 | -2 | -0.1 | -2 | 1 | 0
COCCCNC(=S)Nc1ccc2nc3n(c(=O)c2c1)CCCCC3 | 10 | 0.0 | -3 | 0 | -9 | 2.3 | -2 | -1 | 7

Gathered by group: those above with an aryl thioether with sulfur outside any ring
SMILES | MCL1-BIM inh | Efflux pump mplx | PME-1 inh | GRK2 inh | VLA-4 inh | MEX-5 binding | GLD-1 TGE inh | Fam108B counter | Bcl-xL primary
CCn1c(SCC(=O)c2ccccc2)nnc1-c1cccnc1 | -10 | -0.1 | 0 | 0 | 9 | 1.3 | -3 | -4 | 1
CCOc1ccc(NC(=O)CSc2ncc(-c3ccc(F)cc3)n2Cc2ccco2)cc1 | -13 | 0.4 | -4 | 0 | 9 | -0.5 | 0 | -9 | -19

Already shown: 3 of the compounds above.
SMILES | MCL1-BIM inh | Efflux pump mplx | PME-1 inh | GRK2 inh | VLA-4 inh | MEX-5 binding | GLD-1 TGE inh | Fam108B counter | Bcl-xL primary
COC(=O)C(/C=N/O)NC(=O)c1ccccc1 (stereo not given) | -3 | 0.0 | -3 | 1 | -11 | 2.2 | 10 | 4 | -1
CCOc1ccc(NC(=O)CSc2ncc(-c3ccc(F)cc3)n2Cc2ccco2)cc1 | -13 | 0.4 | -4 | 0 | 9 | -0.5 | 0 | -9 | -19
CCOc1cc(N2CCOCC2)c(OCC)cc1NC(=O)COC(=O)CCn1c(C)csc1=O | 2 | 0.0 | 0 | 0 | 8 | -2.0 | 8 | 3 | 3

The listing picks up with the 6 entries that preceded the break.
SMILES | MCL1-BIM inh | Efflux pump mplx | PME-1 inh | GRK2 inh | VLA-4 inh | MEX-5 binding | GLD-1 TGE inh | Fam108B counter | Bcl-xL primary
O=C(CCCn1ncn2c(cc3occc32)c1=O)NCc1cccc(Cl)c1 | -10 | 0.1 | 2 | 0 | 20 | -1.5 | -2 | 1 | 2
CN(C)S(=O)(=O)c1ccc(N2CCCC2)c(C(=O)NCc2ccccc2)c1 | 1 | 0.2 | -4 | 1 | -2 | -0.1 | -3 | 4 | 0
C[C@@H]1CN([C@@H](C)CO)C(=O)c2cccc(NC(=O)C3CCCCC3)c2O[C@@H]1CN(C)Cc1ccc(Cl)c(Cl)c1 | . | 0.9 | . | 0 | -14 | . | 3 | . | .
COc1ccc(S(=O)(=O)N2CCOC2CNC(=O)C(=O)NCCc2c[nH]c3ccccc23)cc1C (stereo not given) | 3 | 0.0 | 3 | 0 | -22 | 0.9 | -4 | 7 | 3
CC(=O)C1=C(O)C(=O)N(c2ccc(S(N)(=O)=O)cc2)C1c1ccc([N+](=O)[O-])cc1 (stereo not given) | -4 | -0.1 | 1 | 3 | -2 | -0.1 | -2 | 1 | 0
COCCCNC(=S)Nc1ccc2nc3n(c(=O)c2c1)CCCCC3 | 10 | 0.0 | -3 | 0 | -9 | 2.3 | -2 | -1 | 7
O=C(NNC(=S)NCc1ccco1)c1ccccc1Br | 9 | 0.0 | 4 | 0 | -1 | -1.0 | 8 | 2 | 5
COc1ccc(CNC(=O)CN(c2ccccc2)S(=O)(=O)c2ccccc2[N+](=O)[O-])cc1 | -3 | -0.4 | -6 | 0 | -4 | -2.0 | 1 | -5 | 0
O=C(NC1CCCC1)c1ccccc1-c1ccccc1 | -4 | 0.3 | -1 | 0 | 9 | 0.6 | 9 | -3 | 0
CCC(C)NCCC(=O)Nc1ccc(Cl)c(S(=O)(=O)Nc2ccc(Cl)cc2)c1 (stereo not given) | 2 | 0.0 | -1 | 0 | 22 | -1.7 | -3 | -4 | 0
CC1(C)OC(=O)C(=CNc2ccccn2)C(=O)O1 | -2 | -0.1 | 0 | 0 | 6 | -0.4 | -5 | -1 | 4
CN(CC(=O)O)S(=O)(=O)c1ccc2c(c1)n(C)c(=O)c(=O)n2C | 5 | 0.2 | -3 | 1 | 10 | 2.1 | 2 | -2 | 10
Cc1ccc(NC(=O)CCS(=O)(=O)c2ccc(Br)s2)cc1 | -2 | -0.2 | 1 | 10 | -1 | 0.9 | 1 | -2 | 9
CC(C)N(Cc1nc(-c2ccccc2)no1)C(=O)CN(C)S(=O)(=O)c1ccccc1 | 7 | -0.1 | 1 | 0 | -19 | -0.6 | 6 | -2 | 6
COc1ccc(S(=O)(=O)CC2(O)CCN(C(=O)CC(C)C)CC2)cc1 | 2 | 0.0 | -1 | 2 | -4 | 2.3 | -1 | 3 | 2
C/C(CC(C)(C)C1CCCCC1)=N\NC(N)=S | 15 | 0.1 | 1 | 0 | 18 | -0.4 | 4 | 1 | 2
Cn1c(O)c(C(C#N)=C2N=c3ccccc3=N2)c2ccccc21 | -10 | -0.1 | -12 | 0 | -19 | 0.8 | -6 | 2 | 6
CC(OC(=O)c1ccc(Br)o1)C(=O)Nc1ccc2c(c1)OCCO2 (stereo not given) | -3 | -0.2 | -5 | 1 | 3 | . | 1 | . | 1
Cc1ccc(C2=NOC(C)(c3nnc(Cc4ccccc4)o3)C2)cc1 (stereo not given) | -3 | 0.1 | -2 | 1 | 26 | 0.0 | 0 | 1 | 0
O=C(CCn1nc(-c2ccccc2)ccc1=O)N1CCCC1 | 2 | 0.2 | -5 | 0 | 25 | 2.7 | -4 | -2 | 2
COC(=O)c1ccc(NC(=O)CNS(=O)(=O)c2cccs2)cc1 | 13 | -0.1 | 3 | 1 | 1 | 2.0 | 3 | 4 | 11
COc1cc(/C=N/NC(=O)CCN2CCN(C(c3ccccc3)c3ccccc3)CC2)ccc1O | 11 | 0.0 | 5 | 0 | -7 | -2.4 | 1 | 2 | -1
CCN1C(=O)[C@H]2[C@@H](c3ccc(-c4ccc(C(C)=O)cc4)cc3)N[C@@](Cc3ccccc3)(C(=O)OC)[C@H]2C1=O | 0 | 0.1 | -1 | 2 | 33 | -0.8 | -2 | 0 | 4
CC(=O)N/N=C\c1ccccc1OC/C=C/c1ccccc1 | . | 0.0 | . | 0 | -4 | 1.5 | . | . | .
O=C1CCc2cc(NS(=O)(=O)c3ccc(F)cc3)cc3c2N1CCC3 | 4 | 0.0 | -1 | 0 | 3 | 1.4 | 0 | 1 | 8
N#C/C(=C\N1CCN(Cc2ccc3c(c2)OCO3)CC1)c1nc2ccccc2s1 | -92 | 0.1 | -10 | 3 | -301 | ? | -70 | -7 | -44
COc1cc(C(=O)Nc2ccncc2)c([N+](=O)[O-])cc1OC | 0 | 0.0 | 3 | 5 | 13 | -2.6 | -5 | -2 | 0
COc1ccc(N2CCN(C(=O)c3cc(=O)[nH]c4ccccc34)CC2)cc1 | -1 | -0.1 | 5 | 0 | 3 | -0.1 | -2 | -2 | -1
Cc1cc2cc(CNC(=O)Cc3cccs3)ccc2n1C | 13 | 0.2 | 5 | 19 | 2 | -0.5 | 23 | 7 | 12
S=C(NCc1ccco1)Nc1cc(Cl)c(Cl)cc1Cl | 6 | -0.1 | -1 | 4 | 0 | 0.5 | 9 | -4 | 7
O=C(NN1C(=O)C2C3CCC(O3)C2C1=O)c1ccc(Br)o1 (stereo not given) | -4 | 0.0 | -3 | 0 | -8 | 0.1 | 4 | 0 | 2
CCSc1nnc(-c2ccncc2)o1 | -1 | 0.1 | -3 | 0 | 7 | 0.6 | 5 | 1 | 1
CC1=NNC(=O)/C1=C\c1cn(-c2ccccc2)nc1-c1ccccc1 | 11 | 0.1 | -4 | 0 | 27 | -2.5 | 5 | 0 | 4
O=C(NC(=S)NNC(=O)c1ccccc1O)c1cccs1 | 15 | 0.0 | 3 | 2 | -2 | -4.6 | -5 | 5 | 5
Cc1onc(-c2ccccc2)c1C(=O)N1CCCN2C(=O)c3ccccc3C21 (stereo not given) | -4 | 0.2 | 4 | 0 | 10 | 0.9 | -3 | 0 | -3
Cc1nn(-c2ccccc2)c(C)c1NC(=O)Cc1cccs1 | 4 | 0.1 | 3 | 1 | 12 | -1.8 | 1 | -2 | 5
